Source: PubChem (Sanford-Burnham Center for Chemical Genomics)
SENP6 block: blocks the human protease SENP6; Q9GZR1; Recombinant SENP6 catalytic domain, aminoluciferin luminescence; inhibition, % at 10 µM; actives 1.8% (n = 330,000);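 active = inhibition above about 50% at the single tested dose, limit read from the data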;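 note: plate controls were DMSO wells with enzyme for no effect and DMSO wells lacking enzyme for full effect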
Target sequence (Q9GZR1 628-1112 limits assumed): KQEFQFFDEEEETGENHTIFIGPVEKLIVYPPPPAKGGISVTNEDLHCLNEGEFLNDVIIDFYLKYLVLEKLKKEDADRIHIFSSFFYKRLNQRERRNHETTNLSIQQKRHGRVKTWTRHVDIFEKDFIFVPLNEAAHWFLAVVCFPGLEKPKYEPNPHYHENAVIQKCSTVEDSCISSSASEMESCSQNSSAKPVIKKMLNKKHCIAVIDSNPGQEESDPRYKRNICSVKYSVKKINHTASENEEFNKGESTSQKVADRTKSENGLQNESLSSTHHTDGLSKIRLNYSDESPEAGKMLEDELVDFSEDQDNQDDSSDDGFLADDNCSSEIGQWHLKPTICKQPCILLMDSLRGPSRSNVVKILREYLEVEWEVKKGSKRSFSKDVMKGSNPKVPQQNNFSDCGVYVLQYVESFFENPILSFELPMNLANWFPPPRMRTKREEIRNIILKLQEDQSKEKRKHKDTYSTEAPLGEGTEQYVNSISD
SENP8 block-1: inhibitors of human SENP8 protease; recombinant SENP8, Nedd8 substrate fluorescence; actives 0.64% (n = 360,000); AID 602440; inhibition, % at 20 µM; Q96LD8; in the data active = inhibition mostly above about 40%, no sharp cut-off; inactive = mostly below about 27%
Target sequence (Q96LD8 whole entry, looked up): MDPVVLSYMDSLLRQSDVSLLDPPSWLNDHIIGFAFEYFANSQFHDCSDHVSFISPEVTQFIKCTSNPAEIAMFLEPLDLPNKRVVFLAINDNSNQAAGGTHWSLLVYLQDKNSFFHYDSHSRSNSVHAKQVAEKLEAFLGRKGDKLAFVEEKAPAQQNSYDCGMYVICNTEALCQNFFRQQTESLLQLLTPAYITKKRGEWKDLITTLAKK
SENP7 block: inhibitors of human SENP7 protease | inhibition, % at 5 µM | actives 1.5% (n = 330,000) | Q9BQF6 | recombinant SENP7, Z-RLRGG-aminoluciferin luminescence, 40 min;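 active = inhibition above about 50% at the single test dose, limit read from the data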;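 note: plate controls were DMSO with enzyme for no effect and no enzyme buffer wells for full effect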
NALP3 yeast inh: NALP3 inhibition in yeast | Yeast reconstituted NLRP3/ASC/caspase-1, beta-gal luminescence, 24 h | inhibition, % at 10 µM | actives 0.39% (n = 330,000);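 active = inhibition of 50% or more; inactive = inhibition below 50%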;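 note: plate controls were induced DMSO wells for no effect and uninduced yeast grown without galactose for full effect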
PfGluPho inh: PfG6PD (Plasmodium falciparum) enzyme inhibition. PfGluPho enzyme, NADPH resazurin-diaphorase fluorescence. inhibition, % at 20 µM. actives 0.78% (n = 350,000). AID 504690;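 active = inhibition reaching at least a set limit at 20 µM in the primary screen, cut at about 59% in these data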;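 note: 0% = DMSO wells with substrate and 100% = DMSO wells lacking glucose-6-phosphate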
SENP1 inh: SENP1 (human) catalytic domain inhibition; recombinant SENP1 catalytic domain, CyPet-SUMO1-YPet FRET cleavage; AID 624204; inhibition, % at 10 µM; actives 0.21% (n = 360,000);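 active = inhibition at least 30% at 10 µM, raw YFP signal under a set limit, fluorescence ratio 0.5 to 1.5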;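 note: 0% = enzyme with DMSO and 100% = no enzyme wells; some results filed as inactive read as strong as hits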
Target sequence (Q9P0U3 419-644 limits assumed): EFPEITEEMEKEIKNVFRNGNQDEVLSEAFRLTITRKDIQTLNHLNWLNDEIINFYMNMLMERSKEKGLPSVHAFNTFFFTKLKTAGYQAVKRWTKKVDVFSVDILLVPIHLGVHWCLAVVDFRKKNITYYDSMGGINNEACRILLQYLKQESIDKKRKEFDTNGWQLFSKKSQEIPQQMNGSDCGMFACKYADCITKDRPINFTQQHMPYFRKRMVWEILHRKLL
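Assay system: hSENP1 catalytic domain, recombinant. Amount: SENP1 enzyme, 20 pM final. Schedule: 50 min reaction, RT, dark. Technique: FRET, CFP and YFP emission. Control set: no-enzyme wells low, DMSO-plus-enzyme wells high control.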
SENP8 block-2: blocks the human protease SENP8; Q96LD8; purified SENP8, Z-RLRGG-aminoluciferin cleavage, luminescence; inhibition, % at 10 µM; actives 1.2% (n = 330,000); AID 2540; in the data active = inhibition above about 50%
Apaf-1 inh: blocks human Apaf-1 apoptosome activity; O14727; reconstituted apoptosome caspase-3 activity, DEVD-Rh110 fluorescence; inhibition, % at 20 µM; actives 0.71% (n = 330,000); AID 489030; active = inhibition of at least 40% at 20 µM;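 note: plate controls were DMSO wells for no effect and DEVD-CHO caspase inhibitor wells for full effect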
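Material: cell-free apoptosome with Apaf-1, procaspase-3 and caspase-9; Buffer or medium: Hepes pH 7.5 with detergent and BSA; Reagent: cytochrome c trigger plus (Z-DEVD)2-Rh110 caspase-3 substrate; Times: compound with Apaf-1, dATP, procaspase-3 30 min, then 50 min reaction, room temperature; Technique: Rh110 fluorescence intensity.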
HKDC1 inh: inhibitors of human hexokinase HKDC1; recombinant HKDC1, G6PDH/diaphorase resazurin coupled fluorescence; inhibition, % at 20 µM; actives 0.16% (n = 340,000);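 active = inhibition above about 35% when tested at 20 µM, limit read from the data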;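 note: plate controls were DMSO wells with enzyme for no effect and DMSO wells lacking enzyme for full effect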
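Test system: recombinant HKDC1 (HK5) hexokinase enzyme, produced in-house / Doses: 20 µM test compound, 1% DMSO / Timing: 90 min, room temperature / Detection: G6PDH/diaphorase-coupled fluorescence, 1 mM NADP, 100 µM resazurin, 525/613 nm / Control set: DMSO wells with and without enzyme mix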
* = called active by the depositor; . = not tested or not shown. No enrichment for hits (roughly 4.1% active in at least one column).

nr	structure	PfGluPho inh	Apaf-1 inh	SENP8 block-2	NALP3 yeast inh	SENP6 block	SENP8 block-1	SENP7 block	HKDC1 inh	SENP1 inh
1	COc1cc(C(C(=O)NCc2ccccc2)N(C(=O)c2snc(C(N)=O)c2N)C2CCCC2)cc(OC)c1OC (stereo not drawn)	-10	2	1	13	13	-234	4	1	-10
2	COc1ccc(OC)c(NS(=O)(=O)c2ccc3c(c2)CCC(=O)N3)c1	-19	-3	-14	5	7	8	-2	-3	-1
3	CCOc1ccc(NC(=NCc2ccc3c(c2)OCO3)SC2CC(=O)N(c3ccc(C(=O)O)cc3)C2=O)cc1 (stereo not drawn)	-2	8	10	3	11	4	4	13	0
4	O=C(Nc1ccccc1C(F)(F)F)NC1CCCCC1	1	-14	-2	9	-6	29	-7	-2	2
5	COc1ccc(C2=NC(C)(C)Cc3cc(OC)c(OC)cc32)cc1	-11	1	5	1	7	-114	8	0	-2
6	Cc1c(CCC(=O)O)c(=O)oc2cc(OCc3ccc(Br)cc3)ccc12	-30	13	-2	21	2	-284	5	-1	2
7	CCOC(=O)c1c(C)[nH]c(C(=O)COC(=O)c2ccc(N3CCCC3=O)cc2)c1C	2	19	-4	-2	13	6	1	-1	0
8	Cc1cc(=O)[nH]c2ccc(Cc3ccccc3)cc12	6	.	.	.	.	-35	.	-5	2
9	C[C@H](CO)N1C[C@H](C)[C@@H](CN(C)C(=O)Nc2ccccc2)Oc2c(NS(=O)(=O)c3ccc(F)cc3)cccc2C1=O	-8	16	-17	6	-7	-6	-5	-1	1
10	COc1cccc(-c2c(C(=O)N/N=C(\C)COc3ccccc3)nnn2-c2nonc2N)c1	0	9	-13	12	1	13	7	0	2
11	CN(C)CCCN1c2ccc3ccccc3c2Sc2cccc(Cl)c21	26	.	.	.	.	-326	.	8	-20
12	Cc1ccc(-c2c[n+](CC(=O)Nc3ccccc3)c3n2CCC3)cc1	1	11	-14	-1	-30	34	-9	-1	0
13	O=C(Nc1cc(C(F)(F)F)ccc1N1CCOCC1)c1cccnc1Cl	-9	0	3	-2	-8	16	0	-8	3
14	COc1ccc(NCc2nnc(SCC(=O)Nc3cccc(C)c3)o2)cc1	35	14	-4	15	21	28	-1	13	1
15	CC(C)(C)c1ccc(/C=N/NC(=S)Nc2cccnc2)cc1	.	18	-3	19	21	.	-2	.	.
16	CCO[C@H]1OC(C(=O)N2CCN(Cc3ccc4c(c3)OCO4)CC2)=C[C@@H](C2CC2)[C@@H]1CCCO	-5	4	-12	18	-7	13	9	-3	1
17	COCCN=c1scc(-c2cc(OC)ccc2OC)n1/N=C/c1c[nH]c2ccccc12	9	8	-5	14	-1	-4	-4	2	-1
18	CN(c1ccccc1C(=O)Nc1cccc(Br)c1)S(=O)(=O)c1ccccc1	8	3	-16	12	-10	4	5	-3	0
19	Cc1cccc(-c2noc(-c3ccc(Cl)cc3[N+](=O)[O-])n2)c1	7	18	7	14	39	19	39	-2	1
20	CSc1ccc(/C=C2\C(=N)N3N=C(CC(=O)N4CCOCC4)SC3=NC2=O)cc1	-30	.	.	.	.	-2	.	-1	-2
21	CN(C)Cc1c(C(=O)N/N=C/c2ccncc2)nnn1-c1nonc1N	-2	0	6	5	-26	12	4	-1	2
22	N#Cc1ccc(C2=NC(C(F)(F)F)(C(F)(F)F)c3c(n(Cc4ccco4)c(=O)[nH]c3=O)N2)cc1	-8	-7	5	-13	15	4	4	-1	-4
23	Clc1ccc(N2COC3c4cccc5cccc(c45)C32)cc1 (stereo not drawn)	-5	4	0	1	-6	10	0	-2	-2
24	CCOc1ccc(CN2CCNC(=O)C2CC(=O)NCCc2cnccn2)cc1 (stereo not drawn)	5	2	7	7	-2	2	8	-4	-2
25	COc1cccc(C(=O)Oc2cc(C)[nH]c(=O)c2[N+](=O)[O-])c1OC	10	-3	-2	0	-10	2	-4	-6	2
26	CN(CCCC(=O)NCc1ccco1)S(=O)(=O)c1ccccc1	-3	-8	0	15	7	26	9	1	0
27	COc1ccc(C2CC(c3ccc(OC)c(OC)c3)=NN2S(C)(=O)=O)cc1 (stereo not drawn)	-2	-9	-11	10	4	6	-5	-8	0
28	COc1ccc(CN(CC(O)COc2cccc3[nH]cc(C)c23)C(C)(C)C)cc1 (stereo not drawn)	3	3	-1	22	-3	12	2	-2	2
29	CN(C(=O)COC(=O)c1cc(S(=O)(=O)N(C)C)ccc1Cl)C1CCS(=O)(=O)C1 (stereo not drawn)	-16	1	13	20	-14	5	-8	-6	1
30	O=c1c2ccccc2cnn1CCOc1cccc(Br)c1	-6	9	60*	38	74*	8	58*	-2	4
31	CCOC(=O)c1cn(Cc2ccccc2)nc1-c1ccccc1	-1	-8	-1	3	-13	11	0	0	-1
32	CCCN1CCN(CCCNC(=O)C2CCCN(c3nnc(-n4cccc4)s3)C2)CC1 (stereo not drawn)	-12	9	-6	-16	-16	11	4	-7	1
33	COc1ccc(NC(=O)O/N=C/c2ccccc2)cc1	8	-3	-10	34	2	15	1	-2	3
34	Cc1cccc(/C=N\NC(=O)c2ccccc2-n2cccc2)c1	-3	1	-1	20	-8	6	4	-2	-1
35	CCOc1ccc(NC(=O)C(C)N2C(=O)c3ccccc3C2=O)cc1 (stereo not drawn)	-8	2	1	6	11	26	-2	-7	4
36	Clc1cccc(Cl)c1COc1ccccc1CNn1cnnc1	-6	15	-12	14	-23	10	-6	2	3
37	CCOc1ccc(OCC)c(S(=O)(=O)NCCOC23CC4CC(CC(C4)C2)C3)c1	24	14	-6	14	-14	5	0	-3	1
38	CCn1c(C)cc(/C=C2/SC(=S)NC2=O)c1C	0	9	-2	8	0	9	5	-8	-28
39	O=C(NCCCN1CCCC1=O)c1ccc2c(c1)ncn2C1CCCCC1	-17	2	-1	14	-10	16	15	-2	1
40	CCOc1ccc(/C=N/NC(=O)CN2CCSCC2)cc1	-16	-8	-1	6	-3	19	-4	-2	1
41	O=C1/C(=C\c2ccccc2)CN(C(=O)CCN2CCCCC2)C/C1=C/c1ccccc1	44	.	.	.	.	14	.	13	-5
42	O=C(CCn1nc(-c2ccccc2)c2ccccc2c1=O)N1CCN(c2ccccc2)CC1	-4	31	5	15	-6	9	2	3	1
43	COc1ccc(C(=O)Nc2ccc(Cn3ccnc3)cc2)cc1OC	-6	-12	-17	1	-13	9	3	-2	1
44	CCOc1ccccc1NC(=O)C(OC(=O)c1ccccc1NS(=O)(=O)c1cccs1)c1ccccc1 (stereo not drawn)	-14	-3	-4	0	-8	4	-6	2	2
45	COc1cc(C(=O)c2ccccc2)c(OC)cc1C(=O)Nc1ccc(O)cc1	1	10	-8	14	5	17	-12	-5	2
46	CCCCn1c(N)c(N(CC)C(=O)c2cccc(OC)c2)c(=O)[nH]c1=O	-11	-5	-4	11	10	3	2	-2	2
47	CCOc1cc(/C=C\c2[nH]c(=O)[nH]c(=O)c2[N+](=O)[O-])ccc1OC(C)CC (stereo not drawn)	-24	13	-4	19	2	.	0	17	.
48	CN(Cc1ccccc1)c1nc(-c2cccc([N+](=O)[O-])c2)nc2ccccc12	13	12	-6	6	-15	24	1	-8	2
49	CC(C(=O)NCC1CCCO1)n1cccc1C(=O)c1ccccc1 (stereo not drawn)	-9	15	0	29	-3	16	1	2	1
50	CCOc1ccc(NC(=O)COC(=O)CSCC(=O)Nc2ccc(C)cc2C)cc1	3	-3	-4	6	-5	2	-7	-4	4
51	Cn1cc(CN2CCc3ccccc3C2)c2ccccc21	20	-6	9	28	5	6	12	-7	-7
52	COc1ccccc1NC(=O)c1ccc(NS(=O)(=O)c2cccc3cccnc23)cc1	-12	17	-2	22	-12	17	2	11	3
53	CN1CCN(CC(O)COc2ccc(C(=O)O)cc2)CC1 (stereo not drawn)	-10	-4	2	26	0	3	-9	-4	2
54	Cc1cc(NC(=O)CN2C(=O)C3CC=CCC3C2=O)no1 (stereo not drawn)	-3	-2	-6	10	3	22	-2	4	4
55	Nn1c(SCC(=O)Nc2ccc3c(c2)OCO3)nncc1=O	1	-9	-5	1	-12	19	2	-6	1
56	CS(=O)(=O)N1CCC(Oc2ccccc2C(=O)NC2CCOC2)CC1 (stereo not drawn)	-18	-4	6	14	-17	0	-4	8	-1

Structural class, those above with a halogen (twelve)
nr	structure	PfGluPho inh	Apaf-1 inh	SENP8 block-2	NALP3 yeast inh	SENP6 block	SENP8 block-1	SENP7 block	HKDC1 inh	SENP1 inh
4	O=C(Nc1ccccc1C(F)(F)F)NC1CCCCC1	1	-14	-2	9	-6	29	-7	-2	2
6	Cc1c(CCC(=O)O)c(=O)oc2cc(OCc3ccc(Br)cc3)ccc12	-30	13	-2	21	2	-284	5	-1	2
9	C[C@H](CO)N1C[C@H](C)[C@@H](CN(C)C(=O)Nc2ccccc2)Oc2c(NS(=O)(=O)c3ccc(F)cc3)cccc2C1=O	-8	16	-17	6	-7	-6	-5	-1	1
11	CN(C)CCCN1c2ccc3ccccc3c2Sc2cccc(Cl)c21	26	.	.	.	.	-326	.	8	-20
13	O=C(Nc1cc(C(F)(F)F)ccc1N1CCOCC1)c1cccnc1Cl	-9	0	3	-2	-8	16	0	-8	3
18	CN(c1ccccc1C(=O)Nc1cccc(Br)c1)S(=O)(=O)c1ccccc1	8	3	-16	12	-10	4	5	-3	0
19	Cc1cccc(-c2noc(-c3ccc(Cl)cc3[N+](=O)[O-])n2)c1	7	18	7	14	39	19	39	-2	1
22	N#Cc1ccc(C2=NC(C(F)(F)F)(C(F)(F)F)c3c(n(Cc4ccco4)c(=O)[nH]c3=O)N2)cc1	-8	-7	5	-13	15	4	4	-1	-4
23	Clc1ccc(N2COC3c4cccc5cccc(c45)C32)cc1 (stereo not drawn)	-5	4	0	1	-6	10	0	-2	-2
29	CN(C(=O)COC(=O)c1cc(S(=O)(=O)N(C)C)ccc1Cl)C1CCS(=O)(=O)C1 (stereo not drawn)	-16	1	13	20	-14	5	-8	-6	1
30	O=c1c2ccccc2cnn1CCOc1cccc(Br)c1	-6	9	60*	38	74*	8	58*	-2	4
36	Clc1cccc(Cl)c1COc1ccccc1CNn1cnnc1	-6	15	-12	14	-23	10	-6	2	3

An excerpt from above in order of their number in HKDC1 inh, largest number first:
nr | compound | HKDC1 inh
52 | COc1ccccc1NC(=O)c1ccc(NS(=O)(=O)c2cccc3cccnc23)cc1 | 11
56 | CS(=O)(=O)N1CCC(Oc2ccccc2C(=O)NC2CCOC2)CC1 (stereo not drawn) | 8
48 | CN(Cc1ccccc1)c1nc(-c2cccc([N+](=O)[O-])c2)nc2ccccc12 | -8
